HTRA1 inh: blocks human HTRA1 serine peptidase; Q92743; recombinant HTRA1, FP-rhodamine activity-based probe, fluorescence polarization; inhibition, % at 5.96 µM; hit rate 0.5% among 340,000; AID 504803; in the data active = inhibition above about 36%;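 also: 0% = enzyme with DMSO and 100% = wells lacking enzyme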
Target sequence (Q92743 whole entry, looked up): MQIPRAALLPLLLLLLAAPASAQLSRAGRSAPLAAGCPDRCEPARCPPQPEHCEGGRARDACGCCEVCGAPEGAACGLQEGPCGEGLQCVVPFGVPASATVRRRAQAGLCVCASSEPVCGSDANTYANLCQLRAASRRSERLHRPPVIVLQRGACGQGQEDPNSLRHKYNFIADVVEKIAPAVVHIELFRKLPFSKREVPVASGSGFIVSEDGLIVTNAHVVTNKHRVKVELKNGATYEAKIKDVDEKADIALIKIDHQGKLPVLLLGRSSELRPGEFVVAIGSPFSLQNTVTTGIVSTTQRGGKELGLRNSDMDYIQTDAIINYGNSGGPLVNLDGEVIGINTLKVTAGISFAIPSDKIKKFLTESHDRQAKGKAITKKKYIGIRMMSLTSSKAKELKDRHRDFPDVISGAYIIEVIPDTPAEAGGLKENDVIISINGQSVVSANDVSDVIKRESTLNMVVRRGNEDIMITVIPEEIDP
rCAG binder: molecules binding r(CAG) RNA repeats. r(CAG) RNA repeat, TO-PRO-1 dye displacement fluorescence. inhibition, % at 3 µM. hit rate 1.3% among 370,000;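 active = inhibition above the plate cutoff, the mean of all test compounds on that plate plus 3 SD, cut at about 35% in these data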;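 also: 0% = DMSO alone and 100% = 100 µM mitoxantrone as full dye displacement; higher means more dye released from RNA so lower well fluorescence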
PRMT1 FP inh: inhibitors of human PRMT1. Q99873. recombinant PRMT1, activity-based probe fluorescence polarization. inhibition, % at 2.79 µM. hit rate 1.3% among 370,000. AID 652257;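 active = inhibition above about 21% made by adding two undisclosed values, limit read from the data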
Target sequence (Q99873 whole entry, looked up): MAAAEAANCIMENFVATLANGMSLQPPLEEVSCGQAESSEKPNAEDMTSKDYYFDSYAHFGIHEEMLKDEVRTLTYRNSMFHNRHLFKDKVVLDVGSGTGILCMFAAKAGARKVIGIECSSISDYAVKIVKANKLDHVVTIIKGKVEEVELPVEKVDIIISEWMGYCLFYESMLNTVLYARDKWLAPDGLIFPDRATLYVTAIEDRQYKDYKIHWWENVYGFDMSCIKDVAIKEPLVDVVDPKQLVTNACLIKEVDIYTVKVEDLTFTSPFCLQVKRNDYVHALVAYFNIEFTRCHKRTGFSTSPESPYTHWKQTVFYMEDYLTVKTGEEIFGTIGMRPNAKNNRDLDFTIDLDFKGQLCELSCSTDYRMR
NR1D1 modulator: modulates human Rev-erb alpha binding to DNA | AID 1259318 | activity, % at 10 µM | Rev-erbα–FITC-DNA binding, fluorescence polarization, 90 min | P20393 | hit rate 0.79% among 370,000;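 active = activity above about 14%, limit read from the data; passing the limit was not always enough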;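 also: 0% = DMSO wells with 35 nM protein and 100% = DMSO wells with 750 nM protein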
mABHD4 FP: inhibits mouse alpha/beta hydrolase domain 4; inhibition, % at 8.92 µM; purified mABHD4, FP-Rh probe fluorescence polarization; hit rate 0.54% among 370,000; Q8VD66;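 active = inhibition exceeding the mean over every tested compound plus 3 SD, cut at about 30% in these data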;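 also: 0% = plate median of compound wells and 100% = S159A mutant with DMSO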
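Test system: mABHD4 protein | Buffer or medium: HEPES pH 7.0 buffer, 150 mM NaCl, 0.01% Pluronic F-127 | Probe or stimulus: FP-Rh fluorescent activity-based probe, added after compound pre-incubation | Timing: Pre-incubation 45 min, probe exposure 60 min, at 25 °C | Technique: Fluorescence polarization, excitation 525 nm, emission 598 nm, BODIPY TMR filters | Repeats: Single well per compound (singlicate)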
SIAE inh: inhibitors of human sialic acid acetylesterase SIAE; Q9HAT2; inhibition, % at 9.66 µM; SIAE FP-Rh probe binding, fluorescence polarization; hit rate 0.69% among 370,000;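 active = inhibition above a cutoff: mean of compounds within the control limits plus 3 SD of those, cut at about 17% in these data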;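 also: 0% = plate median of compound wells and 100% = probe without SIAE protein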
LEDGF integ inh: blocks HIV-1 LEDGF/p75-dependent DNA integration | hit rate 0.64% among 370,000 | TR-FRET IN-LEDGF/p75 DNA integration, Eu/Cy5 | inhibition, % at 3.7 µM;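 active = inhibition above the screen-wide mean plus 3 SD, cut at about 13% in these data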;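 also: signal is the Cy5 over europium emission ratio at 671 and 618 nm; 0% = plate median of compound wells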
TDP2 inh: blocks human TDP2 phosphodiesterase activity | recombinant TDP2, T5PNP hydrolysis, p-nitrophenol absorbance 415 nm | hit rate 0.34% among 370,000 | AID 720702 | O95551 | inhibition, % at 12.8 µM;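 active = inhibition above the mean of all tested compounds plus 3 SD, set per campaign, cut at about 25% in these data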;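 also: 0% = DMSO with enzyme and 100% = buffer with substrate but no TDP2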
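System – recombinant human TDP2 · Quantity – TDP2 enzyme at 120 nM final · Doses – single concentration, 12.8 µM nominal, with 1% DMSO · Incubation – 2 h at 37 °C · Measured by – epi absorbance of p-nitrophenol freed from T5PNP by hydrolysis · Read-out – % inhibition relative to enzyme-containing and enzyme-free wells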
PG9 binder: binds the HIV-1 gp120 antibody PG9 | TR-FRET gp120-PG9 antibody binding | inhibition, % at 6.7 µM | hit rate 0.43% among 360,000; in the data active = inhibition above about 8.5%
TCR-CD3 inh: inhibitors of human TCR-CD3 interaction; inhibition, % at 9.4 µM; AID 651800; TAMRA-labeled TCR probe fluorescence, biochemical; hit rate 0.37% among 360,000; in the data active = inhibition above about 19%;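 also: recombinant mutant TCR 2C K166C tagged with TAMRA read by polarization; 0% = receptor in buffer alone and 100% = receptor with positive control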
An asterisk follows results filed as active; . = no result given; & = joins results of further samples.

SMILES	HTRA1 inh	rCAG binder	PRMT1 FP inh	NR1D1 modulator	mABHD4 FP	SIAE inh	LEDGF integ inh	TDP2 inh	PG9 binder	TCR-CD3 inh
CCc1nc(SCc2ccccc2C)n[nH]1	-1	-4	3	-5	-11	4	2	-9	-0.7	-3
Cc1ccc(-c2nn(-c3ccccc3)cc2CN(Cc2ccccc2)C(=O)CCC(=O)O)o1	-3	30	30*	-2	0	-6	-1	-5	-1.3	6
COc1ccccc1NC(=O)CN1CCN(c2ccccn2)CC1	-1	-3	-1	-8	-5	-4	2	-3	-2.6	-1
COc1cccc(C(=O)CN2C3=NCCCN3c3ccccc32)c1	-7	5	0	2	-3	3	-2	-6	0.5	4
CCOC(=O)Cc1c(C)nc2c(C#N)c(C)nn2c1C	3	-1	0	-6	-7	-7	-1	-14	-0.4	2
O=S(=O)(c1ccc2c(c1)C(O)c1ccccc1CC2)C(F)(F)F (configuration not stated)	-26	-2	-1	4	-22	-6	3	1	-1.1	-1
CC(CN1CCNCC1)(NS(=O)(=O)c1ccccc1)c1ccccc1 (configuration not stated)	-17	7	-1	-1	9	0	1	-3	1.8	-3
Cc1ccc(C(c2sc3ncnn3c2O)N2CCCCC2)cc1 (configuration not stated)	-5	4	2	3	-10	0	-1	-4	0.6	3
COc1cccc(NC(=O)CN(C)CC(=O)NCc2ccc3c(c2)OCO3)c1	3	1	-1	5	-2	3	2	5	-1.6	1
COc1ccc(CN2C(=O)CCC2(C)c2nnnn2Cc2ccccc2)cc1OC (configuration not stated)	.	0	5	13	6	1	-7	-7	-0.3	-8
CC(Oc1ccccc1)C(=O)N1CCN(c2ncccn2)CC1 (configuration not stated)	4	1	-2	-2	-3	-3	0	-5	-0.2	0
Cn1cc(C=C2C(=O)OC3(CCCCC3)OC2=O)c2ccccc21	5	-2	2	-3	1	-5	-3	5	-0.1	4
COc1cc(CCN(C(C)=O)C2C(=O)Nc3ccccc3N=C2c2ccc3c(c2)OCO3)cc(OC)c1 (configuration not stated)	.	4	0	-4	2	-2	-2	1	-3.2	8
COc1ccc(N2CCN(C(=O)COC(=O)CCOc3ccccc3C)CC2)cc1	-4	-10	1	-6	-4	2	-9	4	0.4	-4
CCN(CC)CCNc1nc2ccccc2n1C	-7	-3	-2	1	4	-5	2	-14	3.1	-2
COc1ccc(CCNC(=O)C(C)n2nc(C)n3c(cc4occc43)c2=O)cc1OC (configuration not stated)	-6	0	-2	-2	2	-3	0	0	-4.1	-3
CCCCCn1c(CNC(C)=O)nc2ccccc21	2	-1	3	-5	11	-3	-4	-5	1.4	-5
CC(CCc1ccccc1)NCC(O)c1ccc(O)c(C(N)=O)c1 (configuration not stated)	1	3	-8	4&5	-3	4	1	4	-1.7	7
CC(C)CCN(C(=S)Nc1cccc(F)c1)C(C)c1cccs1 (configuration not stated)	-6	-3	-3	4	2	-3	0	-1	-0.3	0
COc1ccc(C(=O)Nc2nnc(SCC(=O)NC3CCCC3)s2)c(OC)c1	-1	-4	-1	4	2	-3	2	2	-0.7	-3
Oc1c(Cl)cc(Cl)c(Cl)c1CN1CCOCC1	-6	2	0	5	-2	3	2	-4	-0.8	1
COc1ccc(C2C(C#N)C(C#N)N3CCCN23)cc1 (configuration not stated)	-7	1	-1	8	3	6	3	1	-4.1	1
O=C(COC(=O)c1ccc(Cl)nc1)NCCNC(=O)COC(=O)c1ccc(Cl)nc1	-2	-1	2	0	0	0	-1	-4	1.5	-2
COc1ccc(CC(N)c2csc(NC(=O)c3cccs3)n2)cc1 (configuration not stated)	.	12	-2	-1	-5	-17	8	0	-1.2	-1
CC(C)C1C(=O)N(Cc2cn(CCC3OCCO3)nn2)CCS(=O)(=O)N1Cc1ccc(-c2ccc(F)nc2)cc1 (configuration not stated)	3	5	-2	9	-2	-4	6	6	2.5	0
CC1=C(C(N)=O)C(c2ccncc2)n2nc(-c3ccccc3Cl)nc2N1 (configuration not stated)	3	3	-1	2	0	5	1	8	-1.1	5
CCOC(=O)c1c(Cc2ccc(Cl)cc2)c[nH]c1C	-2	-1	-1	5	-2	4	3	-8	-2.2	4
Cc1ccc(C)c(C(=O)Nc2nc3ccccc3[nH]2)c1	-2	1	-1	-1	-8	8	3	10	-0.4	-2
Cc1ccccc1C(=O)N1CCC(C(=O)Nc2ccccc2N2CCCC2)CC1	-6	-2	3	-3	-8	8	3	-6	1.0	-2
O=C(Nc1ccc(F)cc1)NC1CCN(Cc2c(F)cccc2Cl)CC1	2	-6	1	-1	-2	-9	-1	7	-2.0	2
Cc1cc(-c2ccco2)n2c(nc3ccccc32)c1C#N	2	4	0	1	7	1	-1	-4	-1.9	-3
CC[C@@]1(C(=O)OC)N[C@H](CN(C)C(=O)Nc2ccc(OC)cc2)[C@@H]2C(=O)N(Cc3ccccc3)C(=O)[C@@H]21	7	-1	5	5	2	7	-3	-3	-0.4	-2
O=C(CCSCCc1ccccn1)Nc1cccc([N+](=O)[O-])c1	-4	-3	-2	-1	0	-2	-1	4	0.3	-5
CCOc1ccc(NC(=S)N2CCC(c3nc4ccccc4[nH]3)CC2)cc1	-3	-1	1	-2	1	3	0	-3	-0.9	1
Fc1ccc(Cn2cccc2C2=NC(c3ccccc3)CO2)cc1 (configuration not stated)	-10	-3	-3	5	4	-1	1	-1	-0.6	5
CCC1CCCCN1CCCNC(=O)c1ccc2c(c1)NC(=O)CS2 (configuration not stated)	0	-1	-4	-2	-2	3	1	8	-2.8	3
CC1CCN(S(=O)(=O)c2ccc(C(=O)Nc3ccccn3)cc2)CC1	0	-2	3	-3	-9	1	-4	6	-1.5	-5
Cc1nc2ccccc2c2oc(C(=O)NCCN3CCCCC3C)cc12 (configuration not stated)	-5	2	-3	-4	-3	2	4	2	1.4	6
COc1ccc(/C=C(/NC(=O)c2ccc([N+](=O)[O-])cc2)C(=O)NCCCN(C)C)cc1	6	0	-1	.	-4	-2	-4	0	-2.1	8
CC1(C(=O)NCc2ccccc2Br)CCN1Cc1ccccc1OC(F)F (configuration not stated)	.	-1	8	11	-21	-4	-7	-6	-0.8	3
C=CCn1cnc2c(nnn2Cc2ccc(F)cc2)c1=O	0	-1	-2	4	2	7	-2	18	-2.0	3
C/C(=N\NC(=O)CC1N=C(Cc2ccccc2)NNC1=O)c1ccc(C)cc1 (configuration not stated)	8	-4	-2	-5	2	5	1	-2	-2.3	4
CCOC(=O)CC(c1ccc(N)cc1)n1c(C)ccc1C (configuration not stated)	4	4	1	0	6	13	-4	1	-2.6	5
O=C(CNC(=O)c1ccc(Cl)cc1Cl)NCc1ccccn1	7	0	5	-2	5	0	-6	-9	0.5	-1
CCOc1ccc(C(=O)NC2CCN(C(=O)Nc3ccc(F)cc3)CC2)cc1	10	-1	0	-11	4	-3	7	11	-0.2	5
Cc1cccc(NC(=O)c2ccc3c(Cl)c4c(nc3c2)CCCC4)n1	-2	1	1	24*	3	1	-8	11	2.9	-10
Cc1cc(NCCC(C)C)n2nc(C)c(-c3ccccc3)c2n1	6	-4	-3	-3	3	2	3	-11	-1.9	5
CCOc1ccc(NC(=S)N(CCCN2CCCC2)Cc2cccn2Cc2ccc(Cl)cc2)cc1	-3	-2	-4	0	-1	6	0	-6	-1.2	7
CCOc1ccc(C2/C(=C(\O)c3cccc(OC)c3)C(=O)C(=O)N2c2ccccn2)cc1OC (configuration not stated)	3	4	-1	-2	1	-7	-3	3	1.1	0
CCOc1ccccc1Nc1nnc(SCC(=O)Nc2cccc(S(=O)(=O)NC3=NCCCCC3)c2)s1	-19	2	-1	0	-7	-4	2	-6	-1.4	1
O=C(/C(C=Nc1ccc(Br)cc1)=C(/O)c1ccco1)C(F)(F)F	-16	5	3	2	-2	-2	1	2	-0.2	-1
CN(CC(O)Cn1c2ccccc2c2ccccc21)S(C)(=O)=O (configuration not stated)	-9	-3	-5	-1	1	1	4	-1	-2.7	5
COc1ccc(-c2cc(C(=O)Nc3cccc(Cl)c3)no2)cc1	-3	-1	-3	4	-7	-5	8	-5	0.5	4
COc1ccc(CCC(C)N2CCc3ccccc3C2)cc1 (configuration not stated)	1	-7	0	1	-1	-2	0	-2	1.4	-3
O=[N+]([O-])c1ccc(Cl)cc1Sc1cccc2cccnc12	-9	1	-3	1	0	-5	0	-3	-0.3	1
Cc1ccc(-n2nc3c(n2)/C(=N/O)CC/C3=N\O)cc1	-5	1	-3	-9	-2	0	2	4	-0.7	-3
CCN(CC)C(=O)CSc1nnc(-c2cccc(OC)c2)o1	11	-8	0	-10	-1	8	1	8	-1.6	11
O=C(O)C1CC=CCC1C(=O)Nc1ccc2c(c1)CCC2 (configuration not stated)	1	-2	0	3	-4	6	3	10	-0.6	4
CN(C)CCNc1ncnc2ccccc12	-2	-1	0	2	3	4	5	0	-0.9	4
COCCN=C1Sc2nc3cc(C)c(C)cc3cc2CN1Cc1cccs1	-7	8	7	6	6	-11	-7	-4	-0.4	-4

Reprinted at random: 4 entries already listed.
SMILES	HTRA1 inh	rCAG binder	PRMT1 FP inh	NR1D1 modulator	mABHD4 FP	SIAE inh	LEDGF integ inh	TDP2 inh	PG9 binder	TCR-CD3 inh
COCCN=C1Sc2nc3cc(C)c(C)cc3cc2CN1Cc1cccs1	-7	8	7	6	6	-11	-7	-4	-0.4	-4
CCOc1ccccc1Nc1nnc(SCC(=O)Nc2cccc(S(=O)(=O)NC3=NCCCCC3)c2)s1	-19	2	-1	0	-7	-4	2	-6	-1.4	1
CCOc1ccc(C2/C(=C(\O)c3cccc(OC)c3)C(=O)C(=O)N2c2ccccn2)cc1OC (configuration not stated)	3	4	-1	-2	1	-7	-3	3	1.1	0
Cc1cccc(NC(=O)c2ccc3c(Cl)c4c(nc3c2)CCCC4)n1	-2	1	1	24*	3	1	-8	11	2.9	-10

(more compounds)
SMILES	HTRA1 inh	rCAG binder	PRMT1 FP inh	NR1D1 modulator	mABHD4 FP	SIAE inh	LEDGF integ inh	TDP2 inh	PG9 binder	TCR-CD3 inh
CC(=O)c1ccccn1	0	0	-2	-2	1	-4	4	5	-1.7	8
O=C(CN(Cc1ccc(F)cc1)C(=O)CNS(=O)(=O)c1ccc(F)cc1)NCc1ccco1	-2	-1	3	-4	-2	1	1	13	-1.7	6
O=C(C(Cc1ccccc1)N1C(=O)C2C3C=CC(C3)C2C1=O)N1CCCCCC1 (configuration not stated)	2	-9	1	-1	2	3	4	7	1.2	2
CC(C)[C@H](NC(=O)N1CCn2c1nc1ccccc12)C(=O)NCc1ccc(F)cc1	-9	-6	-1	-3	7	4	1	-2	0.6	1
COCCNc1c2c(nc3c(-c4ccccc4)c(C)nn13)CCCC2	3	-6	1	-7	10	6	3	6	1.1	0
COc1ccccc1OCCN1C(=O)S/C(=C\c2ccco2)C1=O	-1	11	3	5	10	12	4	-8	-1.9	1
O=C(CN1C(=O)c2ccccc2S1(=O)=O)N1CCN(c2ccc(F)cc2)CC1	-7	-5	-3	-1	-1	-5	-2	-17	0.6	2

High-throughput results from PubChem BioAssay.

This is a subset (hit frequency here may not be typical).
